# 14-3-3g Raf = alters human 14-3-3 gamma binding to Raf peptide. inhibition, % at 40 µM. AID 422. FP, 14-3-3gamma / TMR-pS259-Raf peptide binding. 0.19% of 160,000 active. P61981; in the data active means inhibition above about 30%;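 further: 0% = protein plus tracer without compound and 100% = blank with tracer alone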
# Target sequence (P61981 whole entry, looked up): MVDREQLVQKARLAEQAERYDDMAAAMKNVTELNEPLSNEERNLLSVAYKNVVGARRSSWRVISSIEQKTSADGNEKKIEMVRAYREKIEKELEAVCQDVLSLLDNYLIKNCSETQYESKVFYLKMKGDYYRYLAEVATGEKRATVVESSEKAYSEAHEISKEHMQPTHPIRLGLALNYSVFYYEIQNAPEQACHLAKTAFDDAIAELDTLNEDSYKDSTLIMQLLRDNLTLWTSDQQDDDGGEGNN
# The depositor's hits bear a star; & = joins results of further samples. A portion of the library, so the mix of outcomes need not match the whole.
# Sample of the layout, five compounds:
SMILES,14-3-3g Raf
O=C1CC(c2ccc(Br)s2)c2ccc3ccccc3c2N1 (stereo not drawn),3
CC(C)Nc1ncnc2c1c(-c1ccccc1)cn2-c1cccc(C(F)(F)F)c1,-21
CS(=O)(=O)Nc1ccc(C2=NN(C(=O)CCC(=O)O)C(c3ccc(F)cc3)C2)cc1 (stereo not drawn),-5
Cc1nn(-c2ccccc2)c2sc(C(=O)N3CCCCC3)cc12,1
Cc1cc(C)cc(Oc2ncnc(N)c2[N+](=O)[O-])c1,-7

# This part in full, previewed entries included:
SMILES,14-3-3g Raf
O=C1CC(c2ccc(Br)s2)c2ccc3ccccc3c2N1 (stereo not drawn),3
CC(C)Nc1ncnc2c1c(-c1ccccc1)cn2-c1cccc(C(F)(F)F)c1,-21
CS(=O)(=O)Nc1ccc(C2=NN(C(=O)CCC(=O)O)C(c3ccc(F)cc3)C2)cc1 (stereo not drawn),-5
Cc1nn(-c2ccccc2)c2sc(C(=O)N3CCCCC3)cc12,1
Cc1cc(C)cc(Oc2ncnc(N)c2[N+](=O)[O-])c1,-7
Cc1cc(NC(c2cccnc2)c2ccc3cccnc3c2O)no1 (stereo not drawn),0
COc1cccc(CNC(=O)C2c3ccccc3C(=O)N3CCc4ccccc4C23)c1 (stereo not drawn),-8
CN1C(=O)C2(OCC(COc3ccc(Cl)cc3)O2)c2ccccc21 (stereo not drawn),3
O=S(=O)(NCc1ccco1)N1CCCCCC1,4
O=C(CN1C(=O)C2C3C=CC(CC3)C2C1=O)Nc1cccc(F)c1 (stereo not drawn),-7
O=C(CN1C(=O)CSc2ccc(S(=O)(=O)N3CCOCC3)cc21)NCc1cccnc1,-1
CC(=O)N1CCCc2cc(S(=O)(=O)NCCc3ccc(C)cc3)ccc21,-8
Cc1cccc(N2CCN(CCNC(=O)c3cc4c(s3)CS(=O)(=O)C4)CC2)c1C,-12
CCCCOC(=O)C1=C(C)Nc2ncnn2C1c1ccccc1OCC (stereo not drawn),-5
CCOC(=O)c1c(C)oc2ccc(N(C(=O)c3ccncc3)S(=O)(=O)c3ccc4ccccc4c3)cc12,-62
Cc1c(NC(=O)c2c(F)cccc2F)c(=O)n(-c2ccccc2)n1C,-19
O=C(NC1CCCCC1)c1ccc2nsnc2c1,5
O=C(NC1CCCCC1)c1cc2nc(-c3ccccc3)cc(-c3ccccc3)n2n1,-7
S=c1[nH]c(-c2ccc3c(c2)OCO3)cn1-c1ccc(Oc2ccccc2)cc1,-30
CS/C(=N\S(=O)(=O)c1cccs1)NC(=O)CSc1nc2ccccc2s1,-15

# An excerpt from above in order of formula weight, smallest number first.
SMILES,14-3-3g Raf
O=S(=O)(NCc1ccco1)N1CCCCCC1,4
O=C(NC1CCCCC1)c1ccc2nsnc2c1,5
CS(=O)(=O)Nc1ccc(C2=NN(C(=O)CCC(=O)O)C(c3ccc(F)cc3)C2)cc1 (stereo not drawn),-5
Cc1cccc(N2CCN(CCNC(=O)c3cc4c(s3)CS(=O)(=O)C4)CC2)c1C,-12

# More results:
SMILES,14-3-3g Raf
Clc1ccccc1C1Nc2ccccc2C2C=CCC21 (stereo not drawn),-144
COc1ccc(NC(=O)CN2C(=O)c3cccc([N+](=O)[O-])c3C2=O)cc1Cl,-15
CCOc1ccccc1-n1c(SCC(=O)Nc2ccc(CC)cc2)nc2n[nH]c(C)c2c1=N,-9
CCC(CC)C(=O)Nc1c2c(nn1-c1ccc(OC)cc1)CS(=O)(=O)C2,-10
COc1ccccc1CNC(=O)c1ccc(S(=O)(=O)N2CCCC2)cc1,-2
C=C(C)COc1ccc(-c2n[nH]c(C)c2-c2ccccc2OC)c(O)c1,-3
CCOC(=O)N1CCC(Nc2c(NCCN3CCN(c4cccc(Cl)c4)CC3)c(=O)c2=O)CC1,-3
COc1cc2c(cc1OC)C(C(=O)Nc1cc(OC)c(OC)c(OC)c1)C1c3ccccc3CCN1C2=O (stereo not drawn),-8
CCOC(=S)NC(=NS(=O)(=O)c1ccc(Br)cc1)c1ccccc1,-5
CCOC(=O)c1cnc(SCC(=O)Nc2cc(C(F)(F)F)ccc2N2CCOCC2)nc1N,-1
CCOc1ccccc1N(C)C(=O)C1c2cc(OC)c(OC)cc2C(=O)N(C)C1c1cccs1 (stereo not drawn),-8
CCC(C)C(NC(=O)OC(C)(C)C)C(=O)NC(C(=O)N1CCCC1C(N)=O)C(C)CC (stereo not drawn),-5
Cc1cc(NC(=O)C2(c3ccccc3)CCCC2)no1,-5
N=c1c(C(=O)NCc2ccco2)cc2c(=O)n3ccccc3nc2n1Cc1ccco1,-40
COC(=O)c1ccc(Cl)c(NC(=O)CN2CCN(Cc3ccccc3)CC2)c1,-2
O=C(C1CC1)N1c2ccccc2Sc2ccc(C(F)(F)F)cc21,-4
CCOC(=O)CS(=O)(=O)c1ccc(C(=O)N2CCN(CC)CC2)cc1[N+](=O)[O-],0
N#CC1=C(N)Oc2n[nH]c(CSc3ccccc3)c2C12C(=O)Nc1ccccc12 (stereo not drawn),1
CCCCCn1c(=S)[nH]c2cc(C(=O)Nc3ccc(OC)c(OC)c3)ccc2c1=O,0
CN1CCN(C(=O)c2ccc3c(=O)n(Cc4ccc(Cl)cc4)c(=S)[nH]c3c2)CC1,-6
COc1ccccc1CNC(=O)CCN1C(=O)COc2ccccc21,3
N#Cc1c(NC(=O)c2cc(-c3cccs3)on2)sc2c1CCCC2,-15
CCCCOC(=O)C1=C(C)Nc2ncnn2C1c1ccc(OCC)c(OC)c1 (stereo not drawn),-3&3
COc1ccc(C(=O)Oc2ccc(C=Nc3ccc(C)c(C)c3)cc2[N+](=O)[O-])cc1,-1
COc1ccc2cc3cc(C(=O)N4CCN(Cc5ccccc5)CC4)oc3nc2c1,3
CCc1ccc(C2C(C(=O)Nc3cccc(C(F)(F)F)c3)=C(C)NC3=C2C(=O)CCC3)cc1 (stereo not drawn),-2
COC(=O)c1c(NC(NC(C)=O)(C(=O)OC)C(F)(F)F)sc2c1CCCC2 (stereo not drawn),-12
O=C(CCNS(=O)(=O)c1ccc(Br)s1)NCCc1ccc(Cl)cc1,1
Cc1ccc(Cl)cc1S(=O)(=O)N1CCN(S(=O)(=O)c2cc(Cl)ccc2C)C(C)C1 (stereo not drawn),-10
Cc1ccc2c(c1)C(c1ccc(F)cc1)N(C(=O)c1ccc(C(C)(C)C)cc1)CC(=O)N2 (stereo not drawn),6
CCCCCC1CC(=O)N(Cc2ccccc2)C(=O)N1 (stereo not drawn),-7
COc1ccc(NC(=O)c2cccnc2SCc2ccccc2C)cc1OC,-3
O=C(Nc1ccc(Cl)cc1)C(c1ccccc1)N(CCO)CCO (stereo not drawn),4
Cc1ccc(C(=O)COC(=O)c2cnccn2)cc1,-2
Fc1c(F)c(F)c(CSc2nc3ccccc3[nH]2)c(F)c1F,-6
CCN(C(=O)c1cc2c(=O)n3ccccc3nc2s1)c1ccc(C)c(C)c1,0
Fc1ccc(-c2nc(-c3ccccc3Cl)no2)cc1,6
Cc1ccc(-c2nnc(NC(=O)CCc3ccccc3)s2)cc1,-6
Cc1nc(CCNC(=O)Cc2ccccc2)cs1,-4
Cc1cc(-c2ccco2)n(-c2ccccc2)n1,-36
COc1cc2c(cc1OC)C(c1ccc(N(C)C)cc1)CC(=O)N2 (stereo not drawn),-6
CCOC(=O)CSc1nnc(Cc2ccccc2)n1CC1CCCO1 (stereo not drawn),3
O=C(Cc1c(O)c2ccccc2[nH]c1=O)Nc1ccc(F)cc1,-5
O=c1[nH]c(NCCO)c(I)c(=O)[nH]1,-1
O=C(CS(=O)(=O)c1c[nH]c2ccccc12)Nc1ccccc1,7
O=C(CN1CCN(CC(=O)c2ccc(F)cc2)CC1)Nc1ccccc1Cl,-8&-8
Cn1c(=O)c2c(SCC(=O)N3CCC(Cc4ccccc4)CC3)nc(C3CC3)nc2n(C)c1=O,-7
Nc1cccc(Oc2ccc3c(c2)C(=O)N(c2cccc4ccccc24)C3=O)c1,0
O=C(C1CCC1)N1CCc2cc(S(=O)(=O)N3CCN(c4ccccn4)CC3)ccc21,-2
CCCCN(C)C(=O)Cc1ccc(-n2c(=O)[nH]c3ccccc3c2=O)cc1,-7
COc1ccc(Nc2cc(C(=O)NCc3ccco3)c3ccccc3n2)cc1OC,-6
N#Cc1c2c(c(NCCN3CCOCC3)n3c1nc1ccccc13)CCCC2,-13&-6
CCOc1ccc(N=Cc2c(O)cc(C)oc2=O)cc1,-2
CCC(C)C1C(C#N)=C(N)Oc2n[nH]c(-c3ccccc3)c21 (stereo not drawn),4
COc1cc(C(=O)NCC(=O)n2nc(C)cc2C)cc(OC)c1OC,7
COc1ccc(C)cc1-n1cnc2cc(C(=O)NCc3ccccc3Cl)ccc21,-14
CCOc1cc(-c2c(C#N)c(N)n3c(nc4ccccc43)c2C#N)ccc1OC,-94
COc1ccc2[nH]c(=O)c(CN(Cc3ccco3)C(=O)c3ccccc3)cc2c1,-8
COC(=O)C1=C(C)N=C2SCCC(=O)N2C1c1ccccc1Br (stereo not drawn),-14
Cn1c(SCC(=O)NC2CCCC2)nnc1-c1c[nH]c2ccccc12,-12

# Compounds above with a tert-butyl group, in the order listed:
SMILES,14-3-3g Raf
CCC(C)C(NC(=O)OC(C)(C)C)C(=O)NC(C(=O)N1CCCC1C(N)=O)C(C)CC (stereo not drawn),-5
Cc1ccc2c(c1)C(c1ccc(F)cc1)N(C(=O)c1ccc(C(C)(C)C)cc1)CC(=O)N2 (stereo not drawn),6

# Carrying on:
SMILES,14-3-3g Raf
CCn1nc(C)c(Oc2ccccc2O)c1C,-1
CS(=O)(=O)N1CCN(C(=O)NC23CC4CC(CC(C4)C2)C3)CC1,0
Cn1c(=O)cc(O)c2ccccc21,-9
CCCN(Cc1cc2cccc(C)c2[nH]c1=O)C(=O)c1cccc(OC)c1,-7
COCCCNC(=O)c1cc(-c2cccnc2)nc2ccc(S(=O)(=O)N3CCC(C)CC3)cc12,-5
CCc1ccc(C(C)NS(=O)(=O)c2ccc3oc4ccccc4c3c2)cc1 (stereo not drawn),-8
CCOC(=O)C(=O)NC(Cc1ccccc1)c1ccccc1 (stereo not drawn),3
CS(=O)(=O)N(CC(=O)N1CCN(c2ccccc2)CC1)c1ccc(Br)cc1,-8
CCOc1ccc(OCC)c(NC(=O)C2CCCN(S(=O)(=O)c3c(C)noc3C)C2)c1 (stereo not drawn),1
CC(C)c1nnc(SCC(=O)NCc2ccco2)n1C,3
N=c1c(S(=O)(=O)c2ccccc2)cc2c(=O)n3ccccc3nc2n1Cc1ccco1,5
Cc1cc2oc(=O)c3c(c2c2occ(-c4ccc(F)cc4)c12)CCCC3,0
Cc1sc(NC(=O)c2ccccc2Br)c(C#N)c1C,-11
CSc1nc2c(c(=O)n1C1CCOC(C)(C)C1)C1(CCCCC1)Cc1ccccc1-2 (stereo not drawn),5
Cc1ccc(NC(=O)CSc2nnc(CNC(=O)c3cccs3)o2)cc1Cl,-11
CNC(=O)CN(c1ccc(Cl)cc1)S(=O)(=O)c1ccc(OC)cc1,-6
COc1ccccc1N1CCN(c2cc(=O)n(Cc3ccc(F)cc3)c(=O)[nH]2)CC1,-2
O=C(CSc1nnc2sc3ccccc3n12)N1CCCCC1,-7
CC(=O)NC12CC3CC(C1)CC(C(=O)OCC(=O)c1ccc4c(c1)OCCO4)(C3)C2,-12
Cc1cc(-c2ccc(C(C)C)cc2)c(C#N)c(N)n1,-42
O=C(C(c1ccccc1)c1ccccc1)N1CCN(Cc2ccccn2)CC1,-6
Cc1cccn2c(=O)c3cc(C(=O)N(Cc4ccccc4)C(C)C)sc3nc12,-14
Cc1sc(NC(=O)c2ccncc2)nc1-c1ccccc1,-6
Cc1cc(C)cc(Nc2cc(C(=O)NCCCOC(C)C)c3ccccc3n2)c1,15
O=C(CCSc1nc2ccccc2s1)Nc1ccccc1Br,-7
COc1ccc(C=Nc2ccc(-c3nc4ccc(C)cc4o3)c(O)c2)cc1OC,-62
O=C1Nc2ccccc2C(O)(C(=O)NCCc2ccccc2)N1c1ccc(Cl)cc1 (stereo not drawn),-7
CCOC(=O)Cc1csc(NC(=O)CCS(=O)(=O)Cc2ccccc2)n1,-11
CC(C)(C)C1CCC2(CC1)NC(=O)c1ccccc1O2 (stereo not drawn),-2
O=C(CSc1nc2c(c(=O)n1-c1ccccc1)SCC2)c1ccccc1,-3
NC(CC(=O)NC(c1ccccc1)(c1ccccc1)c1ccccc1)C(=O)O (stereo not drawn),-3
CCn1cnc2cc(NCc3cccc(OC)c3)ccc21,-12
CC(C)CN(CC(C)C)S(=O)(=O)c1ccc(Br)cc1,-6
COc1ccc(C2NC(=O)NC(O)(C(F)(F)F)C2C(=O)c2ccc(C)cc2)cc1 (stereo not drawn),4
CN(C(=O)c1cnccn1)C1(C(=O)NC2CCCCC2)CCCCC1,5
CCNc1nc2c(c(=O)n(C)c(=O)n2C)n1CCc1ccccc1,-5
COc1ccccc1Oc1nc2c(c(=O)n(C)c(=O)n2C)n1Cc1cccc(Br)c1,4
Cc1ccc(S(=O)(=O)N(C)C2CCS(=O)(=O)C2)cc1 (stereo not drawn),-2
CCC(=O)N1CCc2cc(Br)cc(S(=O)(=O)CCC(=O)NCC3COc4ccccc4O3)c21 (stereo not drawn),-2
CCC(C)NC(=O)c1ccc(Sc2ccc(C)cc2)c(NC(C)=O)c1 (stereo not drawn),1
O=C(CN1CCCC1)N1c2ccccc2Sc2ccc(Cl)cc21,-1
O=C(COC(=O)CCC(=O)c1ccc(F)cc1)Nc1ccc(N2CCOCC2)cc1,-6
COc1cccc(-n2c(COc3ccc(C)cc3)nnc2SCC(N)=O)c1,3
CCC(CC)c1nnc(NC(=O)c2c(-c3ccccc3)noc2C)s1,-4
Cc1ccc(S(=O)(=O)Nc2ccccc2-c2ccccc2NS(=O)(=O)c2ccc(C)cc2)cc1,-5
Cc1ccc(S(=O)(=O)NC(CC(=O)O)C(C)C)cc1 (stereo not drawn),-1
Cc1ccc(NC(=O)CSc2nc3c(c(=O)n2C)SC(C)C3)cc1 (stereo not drawn),-11

# Reprinted at random: 6 records from the list.
SMILES,14-3-3g Raf
Cc1ccc(S(=O)(=O)NC(CC(=O)O)C(C)C)cc1 (stereo not drawn),-1
COc1cc(C(=O)NCC(=O)n2nc(C)cc2C)cc(OC)c1OC,7
CN1C(=O)C2(OCC(COc3ccc(Cl)cc3)O2)c2ccccc21 (stereo not drawn),3
CCC(CC)C(=O)Nc1c2c(nn1-c1ccc(OC)cc1)CS(=O)(=O)C2,-10
CCCN(Cc1cc2cccc(C)c2[nH]c1=O)C(=O)c1cccc(OC)c1,-7
COC(=O)c1c(NC(NC(C)=O)(C(=O)OC)C(F)(F)F)sc2c1CCCC2 (stereo not drawn),-12
